# Bioassay records deposited in PubChem by several laboratories.
# L major viab – inhibitors of Leishmania major promastigote growth; Leishmania major promastigotes, resazurin fluorescence viability; 200,000 tested, 9% active; inhibition, % at 10 µM; AID 1063; in the data active = inhibition above about 50%;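 note: promastigotes grown with compound for 44 hours at 28 °C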
# PMI act satM6P – increases human PMI activity with near-saturating mannose 6-phosphate; coupled PMI enzyme assay, resazurin fluorescence, 20 min; hits give high values; 1 = untreated enzyme, 0 = substrate-free blank; P34949; 190,000 tested, 0.34% active; activation factor at 20 µM;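 active = activation factor of 2 or more at 20 µM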
# Target sequence (P34949 whole entry, looked up): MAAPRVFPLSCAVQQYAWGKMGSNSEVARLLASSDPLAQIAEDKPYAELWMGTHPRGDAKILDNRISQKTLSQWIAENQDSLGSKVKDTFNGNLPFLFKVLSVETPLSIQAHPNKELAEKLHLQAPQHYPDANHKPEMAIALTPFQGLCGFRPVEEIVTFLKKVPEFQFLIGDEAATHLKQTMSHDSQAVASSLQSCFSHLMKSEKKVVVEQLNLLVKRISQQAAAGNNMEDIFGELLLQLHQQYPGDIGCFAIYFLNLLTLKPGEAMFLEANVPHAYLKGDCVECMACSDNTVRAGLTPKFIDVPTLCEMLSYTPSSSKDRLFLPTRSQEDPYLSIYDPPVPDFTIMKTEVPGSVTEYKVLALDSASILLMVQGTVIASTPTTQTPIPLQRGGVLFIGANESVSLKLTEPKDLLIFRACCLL
#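 test system = human PMI in coupled enzyme assay | medium = HEPES-buffered pH 7.4 with magnesium and detergent | also added = 1.0 mM mannose-6-phosphate substrate with 0.22 mM NADP+ | compound = 20 µM single dose | times = 20 min incubation at room temperature | measured by = resorufin fluorescence (Ex 544/Em 590 nm) from resazurin via diaphorase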
# RAM inhibit – yeast RAM network inhibition; S. cerevisiae dse1pr::URA3 reporter, 5-FOA growth OD615, 2 d; analog-sensitive cbk1-as2 kinase mutant strain; inhibition, % at 50 µM; 190,000 tested, 1.8% active;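 active = inhibition above a set limit, 3 SD over mean compound inhibition, cut at about 8.4% in these data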;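 note: 0% = DMSO-only wells with no growth and 100% = 10 µM 1-NA-PP1 full growth; inhibition rescues growth on 5-FOA so higher OD means more RAM inhibition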
# TNAP inh no acc – inhibitors of human TNAP without phosphate acceptor; inhibition, % at 20 µM; purified TNAP, CDP-star luminescence, 30 min; 200,000 tested, 0.26% active; P05186;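 active = tissue-nonspecific alkaline phosphatase inhibition above about 50% at 20 µM in the single-dose screen, limit read from the data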;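 note: 0% = DMSO negative control and 100% = EDTA positive control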
# DTT redox prof – compounds producing H2O2 with reducing agent – biochemical, NIH compound library profiling, artefact control for MLSCN library redox annotation, primary screen; activation, % at 10 µM; 200,000 tested, 0.03% active; DTT-dependent redox cycling H2O2, phenol red/HRP absorbance; 100% = 100 µM peroxide control, 0% = buffer;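 active = activation of at least 50% relative to the plate's high and low controls in the primary single-dose screen; inactive = activation below 50%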;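 note: compound incubated with DTT at 0.8 mM final as the reducing agent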
# Hsp70 activator – switches on Hsp70 transcription; HeLa Hsp70 promoter luciferase reporter, luminescence; scaled: vehicle 0, proteasome-inhibitor control 100%; activation, % at 10 µM; 200,000 tested, 0.04% active; AID 1203;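 active = activation above the mean across all tested compounds plus 3 SD, cutoff set per campaign, cut at about 5.5% in these data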;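 note: 100% = MG132 at 30 µM as the positive control and 0% = DMSO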
# PMI activator – phosphomannose isomerase (human) activation; activation factor at 20 µM; AID 1214; 190,000 tested, 0.005% active; purified human PMI, coupled resazurin fluorescence, 20 min; hits give high values; 1 = vehicle control, 0 substrate-free wells; P34949;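 active = activation factor of 2 or more at 20 µM, relative to plate controls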
# TNAP inh hi DEA – TNAP (human) inhibition, high acceptor; P05186; purified TNAP, CDP-star luminescence, 1 M DEA; inhibition, % at 20 µM; 200,000 tested, 0.03% active; AID 1135;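 active = over 50% inhibition of tissue-nonspecific alkaline phosphatase at 20 µM in the single-dose screen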;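 note: plate controls were DMSO wells for no effect and EDTA-quenched wells as full inhibition for full effect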
# HMGR II inh – blocks class II HMG-CoA reductase of Enterococcus faecalis; AID 1066; purified E. faecalis HMGR, NADPH absorbance 340 nm kinetic; inhibition, % at 10 µM; 190,000 tested, 0.41% active;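 active = inhibition above a set limit, the median over all tested compounds plus 3 SD, cut at about 9.5% in these data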;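 note: enzyme runs in reverse so mevalonate oxidation gives rising NADPH absorbance; 0% = complete reaction with DMSO and 100% = background rate lacking mevalonate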
# S1P3 antagonist – S1P3 (human) receptor antagonism | Q99500 | CHO S1P3 NFAT-BLA reporter, FRET fluorescence, antagonist mode | inhibition, % at 4.98 µM | 170,000 tested, 0.27% active | AID 485;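 active = inhibition above the plate cutoff, the mean inhibition of test wells on that plate plus 3 SD, cut at about 28% in these data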;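 note: cells challenged with S1P at its EC80 of 0.8 µM; blue over green emission ratio from cleaved BLA substrate after 4 h stimulation; 0% = S1P-stimulated wells and 100% = unstimulated DMSO-only wells; some compounds past the cut are filed as inactive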
# Target sequence (Q99500 whole entry, looked up): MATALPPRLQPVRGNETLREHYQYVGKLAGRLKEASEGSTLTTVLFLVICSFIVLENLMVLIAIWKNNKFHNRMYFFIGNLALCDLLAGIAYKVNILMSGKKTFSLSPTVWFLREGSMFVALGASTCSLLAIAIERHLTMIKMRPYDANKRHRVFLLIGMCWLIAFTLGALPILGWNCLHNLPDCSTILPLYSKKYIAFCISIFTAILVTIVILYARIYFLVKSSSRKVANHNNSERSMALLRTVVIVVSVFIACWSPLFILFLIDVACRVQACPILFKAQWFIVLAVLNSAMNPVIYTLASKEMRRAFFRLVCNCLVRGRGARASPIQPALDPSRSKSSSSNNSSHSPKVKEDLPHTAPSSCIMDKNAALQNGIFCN
# Starred values were filed as active, the others as inactive; . = no result given.
SMILES,L major viab,PMI act satM6P,RAM inhibit,TNAP inh no acc,DTT redox prof,Hsp70 activator,PMI activator,TNAP inh hi DEA,HMGR II inh,S1P3 antagonist
O=C(CCNC(=O)c1ccco1)Nc1ccc(SC(F)F)cc1,-5,1.1,0.0,-15,-1.3,0.1,1.1,-5,0,-5
CCO[C@H]1OC(C(=O)NC2CC2)=C[C@@H](C)[C@@H]1CCCO,-12,1,-0.5,-12,0.3,-0.1,1,-6,-2,-11
Cc1cccc(C(=O)NNC(=O)c2ccco2)c1,0,1,0.8,-33,-0.3,-0.1,0.9,-1,1,-8
CCCN(CCC)CCNC(=O)CCC(=O)Nc1ccc2nc(N3CCN(C)CC3)cc(C)c2c1,1,0.6,0.0,-3,-0.1,0.0,0.9,-3,-1,-18
Cc1nc2nc(-c3ccccc3)cc(=O)n2[nH]1,0,1.2,0.1,0,0.2,-0.3,1.1,-5,-3,-31
c1ccc(CSc2nnc(-c3ccncc3)o2)cc1,-4,1,0.3,-13,20,0.1,0.9,-4,0,-21
Cc1ccc(OCCNC(=O)c2cc(-n3cnnc3)ccc2Cl)cc1C,-3,1.1,3.0,-6,-5.2,-0.1,1.1,-6,-2,.
OC(CN1CCN(Cc2ccc3c(c2)OCO3)CC1)c1c[nH]c2ccccc12 (centres undefined),91*,1,1.6,-2,3.0,-0.4,1,3,-2,.
Cc1ccc(/C([O-])=C(/C(=S)NCc2ccccc2)[n+]2cccc(CO)c2)cc1[N+](=O)[O-],-1,0.8,1.7,-5,-1.5,-0.3,1.1,1,-3,-14
O=C(O)CCN1CC2([N+](=O)[O-])CC=C(OCCO)C([N+](=O)[O-])(C1)C2 (centres undefined),-2,1.1,0.2,-11,-0.3,-0.3,1.2,-5,-2,11
CCC(=O)N1CCN(c2ccc(NC(=S)NC(=O)c3ccc(OC)c([N+](=O)[O-])c3)cc2)CC1,53*,1,4.5,0,-0.3,-0.3,0.9,-1,-4,-5
O=C(Cn1cncn1)NCCC(c1ccccc1)c1ccccc1,-2,0.9,1.1,-10,-0.7,0.2,0.9,-6,-2,8
CCCCCCCC(=O)N/N=C(\C)c1ccc(N)cc1,-6,0.8,-0.5,-12,-0.1,-0.4,0.9,-4,-1,13
CCc1ccc(/C=N/NC(=O)c2cc(C3CC3)nc3ccc(Br)cc23)s1,18,1.1,3.3,-1,-0.2,-0.1,1.1,3,2,.
Fc1ccccc1CSc1ncnc2sc3c(c12)CCCC3,7,0.9,4.8,-9,1.2,-0.3,0.8,0,2,0
Cc1nc2cc(NC(=O)N(C)c3ccc4ccccc4c3)ccc2o1,10,0.8,-0.3,-9,2.5,-0.3,0.8,-10,0,-1
CC(=O)Nc1cccc(OCC(=O)Nc2ccccc2)c1,-1,1.1,-0.9,-10,2.4,0.3,1,-4,1,2
CCOC(=O)N/N=C(\C)c1ccc(C)c([N+](=O)[O-])c1,-4,1.1,-0.1,-8,0.5,-0.2,1,-5,-6,-5
COc1ccc2c(c1)c(C(O)CN1CCN(Cc3ccc4c(c3)OCO4)CC1)c(C)n2C (centres undefined),12,0.9,-0.3,8,2.1,-0.4,1.1,-1,2,27
COc1cc(/C=N/NC(N)=O)ccc1OCC(=O)Nc1ccc(C)c(C)c1,-6,1,1.0,8,-0.2,-0.2,1.1,3,0,-7
CCCCC(=O)Nc1ccc(C(=O)NCc2ccncc2)cc1,-2,0.9,-0.2,-14,0.8,0.8,0.8,-3,-1,-18
COn1cnnc1-c1ccccc1,-1,1.4,-0.1,-3,-1.2,-0.2,1.1,4,0,3
CSc1ncc2c(n1)-c1cc(C)ccc1SC2,3,0.9,4.4,-5,-3.6,0.5,1,-4,-6,.
COc1ccccc1-c1cc(C(=O)Nc2cc(C)on2)no1,4,1,2.6,-16,1.3,-0.1,1,-3,1,6
Cc1onc(-c2c(F)cccc2Cl)c1C(=O)NC1=NCCS1,2,1,-1.8,-8,0.5,-0.1,0.9,-5,-4,18
CN1CCN(C(=O)C2=C[C@H](c3csc4ccccc34)C[C@H](OCc3ccc(CO)cc3)O2)CC1,1,1.1,-0.5,-12,-2.6,0.3,1,-9,-2,-10
Clc1ccc2c(c1)[C@H]1OCC[C@H]1[C@@H](c1ccco1)N2,-5,1.4,0.9,-15,-2.1,0.1,1.5,-3,3,-13
CSC(=S)N/N=C/c1ccccc1,31,1.1,-0.2,-18,0.3,-0.2,1,-7,-3,-6
O=C(O)C1CCCCC1C(=O)NCCc1ccncc1 (centres undefined),-2,1,1.0,-14,0.3,0.0,1,-5,-4,-17
Cc1ccc(-c2nnn(CC(=O)N(c3ccccc3F)C(C(=O)NCC3CCCO3)c3c[nH]c4ccccc34)n2)cc1 (centres undefined),88*,0.9,5.9,-10,2.2,-0.2,0.8,-7,-9,.
COc1cc(/C=N/O)cc(Br)c1OCC(=O)NCc1ccccc1,2,0.9,3.0,3,-0.5,-0.2,0.9,4,1,-4
Cc1ccc(-c2cc(C(=O)Nc3ccc(S(=O)(=O)Nc4nc(C)cc(C)n4)cc3)c3ccccc3n2)cc1,22,1.1,8.2,-2,0.1,-0.2,1.1,1,-9,-10
CCn1nc(CC(=O)Nc2ccc(-n3cnnn3)c(OC)c2)c2ccccc2c1=O,-6,1,2.6,-8,2.2,-0.1,1,-4,-5,.
O=C(COC(=O)CCC(NC(=O)OCc1ccccc1)C(=O)OCC(=O)Nc1ccccc1)Nc1ccccc1 (centres undefined),-4,0.9,10*,-3,0.3,-0.3,0.8,0,4,3
O=C(Cc1ccc(Cl)cc1)NCc1ccccc1Cl,1,1.1,2.4,-13,-0.6,0.0,1.1,0,-8,-9
Cc1[nH]c2ccccc2c1C(=O)C(=O)NCc1ccco1,1,0.9,1.7,-6,-0.2,0.0,0.9,-1,-3,-12
Cc1cc(Nc2nn(C)c(N)c2C#N)ccc1F,-7,1,1.7,-12,0.9,0.3,1,-5,-3,-7
COC(=O)NC1(C(F)(F)F)C(=O)NC(C)=C1C(=O)OC (centres undefined),-3,1,1.2,3,-0.3,-0.4,0.9,1,-2,-9
CCc1ccc(C(CNC(=O)c2ccc3c(=O)n(-c4ccccc4F)c(=S)[nH]c3c2)N(C)C)cc1 (centres undefined),40,0.9,0.3,3,0.6,0.0,0.9,-2,4,-3
CN1C(=O)C2(OCC(COc3ccc(Cl)cc3)O2)c2ccccc21 (centres undefined),4,0.8,5.2,-8,-0.4,-0.1,0.8,-1,0,13
CC(=O)c1ccc(Cc2ncc(C(F)(F)F)cc2Cl)s1,-8,1,-1.1,-5,1.7,-0.1,1,1,-3,.
Cc1ccc(OC(=O)c2sc(Cl)nc2C)cc1C,0,0.9,0.6,-4,0.5,-0.6,0.9,-4,-3,6
COc1ccc(/C(O)=C2/C(=O)C(=O)N(CCN(C)C)C2c2ccc(OC)c(OC)c2)c(C)c1 (centres undefined),-8,.,0.1,.,2.9,-0.5,.,.,-4,2
COC(=O)C1=C(O)/C(=C\c2sccc2C)N=C1C,54*,0.9,1.8,-4,-0.3,-0.2,0.9,7,-1,3
CCC1=NN2C(=N)/C(=C\c3cccn3-c3ccc(OC)cc3)C(=O)N=C2S1,-13,1,2.6,-2,-0.7,-0.3,1,-1,-2,5

# Compounds above that have bromine:
SMILES,L major viab,PMI act satM6P,RAM inhibit,TNAP inh no acc,DTT redox prof,Hsp70 activator,PMI activator,TNAP inh hi DEA,HMGR II inh,S1P3 antagonist
CCc1ccc(/C=N/NC(=O)c2cc(C3CC3)nc3ccc(Br)cc23)s1,18,1.1,3.3,-1,-0.2,-0.1,1.1,3,2,.
COc1cc(/C=N/O)cc(Br)c1OCC(=O)NCc1ccccc1,2,0.9,3.0,3,-0.5,-0.2,0.9,4,1,-4

# The results go on:
SMILES,L major viab,PMI act satM6P,RAM inhibit,TNAP inh no acc,DTT redox prof,Hsp70 activator,PMI activator,TNAP inh hi DEA,HMGR II inh,S1P3 antagonist
O=C(c1ccccc1)N1CCC(O)(c2cccnc2)CC1,-2,0.9,2.2,-8,0.1,-0.2,0.9,-4,2,.
O=C1CCCc2c1cc(C(=O)NCCCN1CCOCC1)c(=O)n2-c1ccc(Cl)cc1,-1,0.9,1.9,-7,-0.5,0.1,0.9,3,0,-25
O=C(O)CCNC(=O)C12CC3CC(CC(C3)C1)C2,14,0.9,0.4,-7,-1.3,-0.4,1,-5,-9,-3
COc1ccc(CN(Cc2ccc(C(=O)O)cc2)C(=S)Nc2cccc(C)c2)cc1OC,-3,1,2.2,6,0.5,-0.3,1.1,-1,-1,16
Cn1c(SCC(=O)N(Cc2ccccc2)C(C)(C)C)nc2ccccc21,-3,0.9,0.8,-8,-0.1,-0.2,0.9,-3,3,.
CO/N=C(/CNC(=O)c1ccc(F)cc1)c1ccc(Cl)cc1,4,1,0.8,-10,-3.2,0.2,1,-3,-3,.
Cc1ccccc1NC(c1cccc(Cl)c1)c1nnnn1C1CCCCC1 (centres undefined),47,1,4.3,-10,0.5,0.3,0.9,-3,-3,-10
CN(Cc1ccccc1)C(=O)COC(=O)c1ccccc1NS(=O)(=O)c1cccc(N)c1,-5,1.1,1.6,3,-0.2,-0.4,1.1,7,-2,-7
Cc1ccc(S(=O)(=O)N2CCN(CC(=O)Nc3ccc(N4CCOCC4)cc3)CC2)cc1C,-8,1,0.1,-9,0.0,-0.2,0.9,4,1,-2
CN(C)CCCN(C(=O)c1cccs1)c1nc(-c2ccccc2)cs1,100*,1,0.8,-9,0.6,-0.6,1,-4,-8,-4
COc1cc(OC)c(S(=O)(=O)Nc2ccc(C(=O)N3CCCC3)cc2)cc1NC(C)=O,-3,1.1,0.1,-2,-0.5,-0.1,1,-2,-3,-8
O=C(O)c1cc(N2N=C(C(F)(F)F)/C(=C/C=C/c3ccco3)C2=O)ccc1Cl,-13,2.2*,14*,-5,-1.1,-0.2,1.5,8,4,-13
O=[N+]([O-])c1ccc(N=Cc2ccc(Br)c([N+](=O)[O-])c2)cc1,10,0.9,-0.5,-6,0.0,-0.1,0.9,0,-2,3

# Reformatted field by field: 3 of the compounds above
COC(=O)C1=C(O)/C(=C\c2sccc2C)N=C1C
  L major viab: 54*; PMI act satM6P: 0.9; RAM inhibit: 1.8; TNAP inh no acc: -4; DTT redox prof: -0.3; Hsp70 activator: -0.2; PMI activator: 0.9; TNAP inh hi DEA: 7; HMGR II inh: -1; S1P3 antagonist: 3
CCC1=NN2C(=N)/C(=C\c3cccn3-c3ccc(OC)cc3)C(=O)N=C2S1
  L major viab: -13; PMI act satM6P: 1; RAM inhibit: 2.6; TNAP inh no acc: -2; DTT redox prof: -0.7; Hsp70 activator: -0.3; PMI activator: 1; TNAP inh hi DEA: -1; HMGR II inh: -2; S1P3 antagonist: 5
O=C(c1ccccc1)N1CCC(O)(c2cccnc2)CC1
  L major viab: -2; PMI act satM6P: 0.9; RAM inhibit: 2.2; TNAP inh no acc: -8; DTT redox prof: 0.1; Hsp70 activator: -0.2; PMI activator: 0.9; TNAP inh hi DEA: -4; HMGR II inh: 2; S1P3 antagonist: .
